AmpC no deterg: AmpC beta-lactamase inhibition without detergent. AmpC nitrocefin hydrolysis, absorbance 480 nm, 0.0001% Triton. Potency, µM (top dose mostly 57.1 µM), for inactives: at the top dose activity change, negative = inhibition, usual class: inhibitors. actives 0.52% (n = 330,000);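 also: potency is read from the fitted curve at half-maximal effect; plate controls were no compound for no effect and no enzyme for full effect; nearly all actives have a fitted effect of over 20% in size; some results filed as inactive show a strong effect at the top dose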
Target sequence (P00811 whole entry, looked up): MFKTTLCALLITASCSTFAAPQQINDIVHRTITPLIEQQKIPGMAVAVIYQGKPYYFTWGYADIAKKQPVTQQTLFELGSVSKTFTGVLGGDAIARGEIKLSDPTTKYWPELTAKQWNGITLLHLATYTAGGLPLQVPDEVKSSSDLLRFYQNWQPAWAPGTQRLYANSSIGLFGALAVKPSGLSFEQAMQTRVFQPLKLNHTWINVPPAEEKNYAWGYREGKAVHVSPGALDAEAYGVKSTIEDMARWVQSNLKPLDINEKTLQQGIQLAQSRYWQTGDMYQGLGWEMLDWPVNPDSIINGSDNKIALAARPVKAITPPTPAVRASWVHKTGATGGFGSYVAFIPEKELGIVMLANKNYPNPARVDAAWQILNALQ
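20 mM phosphate pH 7.0 + 0.01% (detergent screen) or 0.0001% Triton X-100; 5.3 nM AmpC reagent; cpd preinc 15 min RT; nitrocefin (800 uM stock) to start; A480 q20 s × 4 min; Activity was normalised to no-enzyme and no-compound control wells.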
LmPK inhibitor: LmPK (Leishmania mexicana) enzyme inhibition | actives 0.37% (n = 290,000) | purified LmPK, Kinase-Glo ATP luminescence, 1 h | Q27686 | AID 1721 | Potency, µM (highest dose often 57.5 µM), for inactives: top-dose activity change, negative = inhibition, hits mostly inhibitors; also: potency is read from the fitted curve at half-maximal effect
Target sequence (Q27686 whole entry, looked up): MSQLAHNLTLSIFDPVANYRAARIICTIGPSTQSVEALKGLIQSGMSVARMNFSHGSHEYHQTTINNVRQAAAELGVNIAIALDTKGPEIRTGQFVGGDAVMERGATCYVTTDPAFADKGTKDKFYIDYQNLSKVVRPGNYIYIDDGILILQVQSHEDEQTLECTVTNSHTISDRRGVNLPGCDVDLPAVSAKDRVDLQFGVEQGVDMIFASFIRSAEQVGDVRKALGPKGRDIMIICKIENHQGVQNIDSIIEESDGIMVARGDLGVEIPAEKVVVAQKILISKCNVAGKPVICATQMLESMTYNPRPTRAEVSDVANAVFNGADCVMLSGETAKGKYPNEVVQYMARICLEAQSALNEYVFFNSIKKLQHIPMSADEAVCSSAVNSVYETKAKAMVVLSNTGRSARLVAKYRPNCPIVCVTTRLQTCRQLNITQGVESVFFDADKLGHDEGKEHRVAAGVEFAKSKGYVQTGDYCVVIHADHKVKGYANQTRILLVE
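0.1 nM LmPK, 0.5 mM PEP, 0.1 mM ADP; 50 mM imidazole pH 7.2, 7 mM MgCl2, 50 mM KCl; 1 h RT. Kinase-Glo luminescence readout, normalized to no-enzyme (full inhibition) and uninhibited wells.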
Sm TGR block: inhibitors of Schistosoma mansoni thioredoxin glutathione reductase; Q962Y6; purified TGR, DTNB reduction, TNB absorbance 405 nm; Potency, µM (top dose mostly 114 µM), for inactives: top-dose activity change, negative = inhibition, most hits filed as inhibitors; actives 3% (n = 360,000); AID 485364; also: potency is read from the fitted curve at half-maximal effect; nearly all actives have a fitted effect of over 60% in size
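Kinetic colorimetric format: TGR-catalysed, NADPH-driven DTNB reduction monitored via TNB absorbance. Enzyme dispensed at 20 nM; compound exposure 15 min at room temperature before reaction start.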
HCMV inh: blocks human cytomegalovirus replication | HFF cells, HCMV-luciferase reporter, 72 h; active compounds read low | activity change, negative = inhibition, % at 57.5 µM | actives 4.5% (n = 410,000); in the data active = activity change below about -60%; inconclusive = no clear call, values can overlap the other calls; inactive = above about -39%
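Compounds were evaluated in HFFs infected with an HCMV luciferase reporter virus (MOI 1 PFU/cell). Luciferase in lysates collected 72 h post infection served as the replication measure.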
Tb PYK inh: blocks Trypanosoma brucei pyruvate kinase; Q57TT1; TbPYK enzyme, Kinase-Glo Plus ATP luminescence, 45 min; Potency, µM (top dose mostly 76.8 µM), inactives show top-dose activity, negative = inhibition, actives largely listed as inhibitors; actives 0.12% (n = 410,000); AID 624173; also: potency is read from the fitted curve at half-maximal effect; nearly all actives have a fitted effect of over 50% in size
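Luminescence from Kinase-Glo Plus, added after a 45-minute room-temperature reaction, served as the end-point read-out. The enzyme and substrate were preincubated with compound before ADP (130 uM final) initiated turnover. Concentration-effect curves came from normalized qHTS data.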
AMA1 RON2 block: AMA1-RON2 (P. falciparum) interaction inhibition. AlphaScreen AMA1-biotinylated RON2 peptide binding. Potency, µM (highest dose often 58.2 µM), inactives show at the top dose activity change, negative = inhibition, usual class: inhibitors. actives 0.2% (n = 360,000);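 also: potency is read from the fitted curve at half-maximal effect; 0% = vehicle wells and -100% = peptide control; nearly all actives have a fitted effect of over 45% in size; some results filed as inactive show a strong effect at the top dose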
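AMA1 (3D7) with his tag at 25 nM final met compounds first, then biotinylated RON2 peptide at 25 nM; detection used donor plus acceptor beads, 10 µg/mL apiece, read by AlphaScreen after 30 min at room temperature.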
AmpC detergent: blocks E. coli AmpC beta-lactamase in detergent assay; Potency, µM (highest dose often 114 µM), inactives show at the highest dose activity change, negative = inhibition, hits mostly inhibitors; actives 0.041% (n = 370,000); AID 485294; AmpC hydrolysis of nitrocefin, absorbance 480 nm, 0.01% Triton; P00811;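 also: potency is read from the fitted curve at half-maximal effect; 0% = no-compound wells and -100% = no-enzyme wells; nearly all actives have a fitted effect of over 25% in size; some results filed as inactive show a strong effect at the top dose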
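20 mM phosphate pH 7.0 + 0.01% (detergent screen) or 0.0001% Triton X-100; 5.3 nM AmpC reagent; cpd preinc 15 min RT; nitrocefin (800 uM stock) to start; A480 q20 s × 4 min; Activity was normalised to no-enzyme and no-compound control wells.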
Active calls of the source: *; ? = inconclusive; · = not tested or not shown; & = joins results of further samples; [ ] = remark or other dose. Unless noted, calls follow the shape of the dose curve; as a rule, active = well fitted curve in the direction sought with a large enough effect; inconclusive = small, poorly fitted or top-dose-only effect, or another doubt; inactive = no such curve, though single readings can be large; an effect the other way counts as inactive or inconclusive. Unless noted, % is scaled to controls: 0 for no effect and ±100 for the full control effect.

SMILES,Sm TGR block,AmpC detergent,AmpC no deterg,AMA1 RON2 block,HCMV inh,LmPK inhibitor,Tb PYK inh
O=C(COC(=O)c1cc[n+]([O-])cc1)Nc1ccc(Cl)cc1[N+](=O)[O-],9%,-11%,-18%,-9%,-25,-2%,3%
COc1ccccc1CNC(=O)[C@H](C)N1C(=O)N2CCc3c([nH]c4ccccc34)[C@@]2(C)C1=O,7%,-15%,44%,0%,-32,-1%,10%
CCN(CC(=O)Nc1c(F)cccc1F)C(=O)c1ccc(Cl)c(S(=O)(=O)N2CCCCC2)c1,-18%,-11%,-2%,-3%,-16,0%,-19%
CCOC(=O)C1CCCN(C(=O)c2ccc(-c3ccccc3)cc2)CC1 (stereo unspecified),·,·,·,-6%,4,·,-6%
COc1cccc(-c2csc(N3CCN(C(=S)Nc4ccccc4Cl)CC3)n2)c1,10%,0%,-21%,13%,-9,6%,-3%
Cc1cc(/C=C2/SC(=O)N(CC(=O)N3CCCC3)C2=O)ccc1N1CCOCC1,0%,-1%,-21%,-22%,5,10%,-4%
CCOC(=O)c1ccccc1NC(=O)C1CC(=O)N(C2CCCC2)C1 (stereo unspecified),·,·,·,-16%,-26,·,-6%
O=C(CCc1ccccc1)n1nc(-c2ccco2)nc1SCc1ccccc1,7%,?,-20%,-11%,20,2%,-3%
CCCNC(=O)c1cc2c(c(-c3cccc(-c4ccc(F)cc4)c3)n1)[C@H](CCO)N(S(=O)C(C)(C)C)C2 (stereo partly specified),·,·,·,0%,-16,·,3%
NC(=O)COC(=O)c1sc2ccccc2c1Cl,6%,-5%,-9%,14%,12,4%,0%
CCOC(=O)C1CCCN(C(=O)c2ccc3c(c2)N(Cc2ccccc2)C(=O)c2ccccc2S3=O)C1 (stereo unspecified),4%&6%,0%&14%,149%[activator],-13%,-35&-28,0%,-1%&7%
Cc1ccc(NC(=S)NNC(=S)Nc2cccc(C(F)(F)F)c2)cc1,-2%,6%,-24%,15%,-38,-9%,?
COc1ccccc1C(=O)NCCC(=O)NCCc1ccccc1,-3%,-3%,-37%,10%,22,0%,-8%
CCCN(CCC)CCNC(=O)c1cc(-c2ccc(Br)s2)nc2ccccc12,-9%,2%,·,·,?,·,1%
COC(=O)Cc1ccc(NC(=S)NCc2ccccc2OC)cc1,-8%[57.1 µM],1%,-29%,0%,-35,-3%,-22%
O=C(COC(=O)Cc1ccsc1)Nc1ccccc1,28%,-1%,-13%,3%,-18,-11%,4%
C/C(=C\C#N)n1nc(C)cc1N,10%,-1%,-12%,15%,-9,-1%,3%
COc1ccccc1CCNC(=O)Nc1cccc([N+](=O)[O-])c1,-2%,-10%,-6%[2.29 µM],-11%,-38,-1%,-4%
CCOc1ccc(C2C(C#N)=C(N)SC(N)=C2C#N)cc1OCC,34%,-2%,-50%,1%,61,-16%,-4%
CC1(c2ccc(Cl)cc2)NC(=O)N(CC(=O)N2CCN(C(=O)c3cccs3)CC2)C1=O (stereo unspecified),·,·,·,-7%,6,·,3%
CC(C)(C)c1ccc(-c2cc(-c3ccccc3O)[nH]n2)cc1,-21%,?,-36%,73%[activator],-95*,1%,-3%
Cc1cccc(CN2CCN(C3CN(Cc4cn(Cc5cccc(Cl)c5)nn4)S(=O)(=O)C3)CC2)c1 (stereo unspecified),·,·,·,-7%,?,·,1%
COc1cccc(N2CCN(C(=O)CCc3c(C)nc4c(c3C)c(=O)n(C)c(=O)n4C)CC2)c1,0%,16%,·,·,20,·,-6%
CCCCn1cnc2c(SCc3cccc(F)c3)nc(N)nc21,·,·,·,-3%,44,·,4%
CC(=O)c1cccc(NS(=O)(=O)c2ccc3[nH]c4c(c3c2)CCCCC4)c1,9%,6%,·,·,-33,·,-5%
Cc1ccccc1N1CCN(C2CCCN(C(=O)c3cc[n+]([O-])cc3)C2)CC1 (stereo unspecified),-1%,-4%,10%,5%,6,5%,-4%
Cc1[nH]c2c([N+](=O)[O-])cccc2c1C,8%,-4%,-16%,?,19,3%,0%
CCN1CCN(C(=O)c2nn(-c3ccc(OC)cc3)c(=O)c3c2c2ccccc2n3C)CC1,-6%,-22%,-7%,0%,57,5%,1%
CC(C)NC(=O)C(Sc1ccccc1)c1ccccc1 (stereo unspecified),0%,-3%,-44%,-8%,38,-5%,-3%
COc1ccc(CN2C(=O)C(CC(=O)NCc3cccs3)CC(C(=O)N(C(C)C)C(C)C)=C2C)cc1 (stereo unspecified),·,·,·,2%,-12,·,3%

Some of the entries so far, as labelled records.
> Cc1cccc(CN2CCN(C3CN(Cc4cn(Cc5cccc(Cl)c5)nn4)S(=O)(=O)C3)CC2)c1 (stereo unspecified)
  Sm TGR block = ·
  AmpC detergent = ·
  AmpC no deterg = ·
  AMA1 RON2 block = -7%
  HCMV inh = ?
  LmPK inhibitor = ·
  Tb PYK inh = 1%

> COc1cccc(N2CCN(C(=O)CCc3c(C)nc4c(c3C)c(=O)n(C)c(=O)n4C)CC2)c1
  Sm TGR block = 0%
  AmpC detergent = 16%
  AmpC no deterg = ·
  AMA1 RON2 block = ·
  HCMV inh = 20
  LmPK inhibitor = ·
  Tb PYK inh = -6%

> CCCCn1cnc2c(SCc3cccc(F)c3)nc(N)nc21
  Sm TGR block = ·
  AmpC detergent = ·
  AmpC no deterg = ·
  AMA1 RON2 block = -3%
  HCMV inh = 44
  LmPK inhibitor = ·
  Tb PYK inh = 4%

> CC(=O)c1cccc(NS(=O)(=O)c2ccc3[nH]c4c(c3c2)CCCCC4)c1
  Sm TGR block = 9%
  AmpC detergent = 6%
  AmpC no deterg = ·
  AMA1 RON2 block = ·
  HCMV inh = -33
  LmPK inhibitor = ·
  Tb PYK inh = -5%

4 compounds out of the list, sorted by SMILES length, ascending.
SMILES,Sm TGR block,AmpC detergent,AmpC no deterg,AMA1 RON2 block,HCMV inh,LmPK inhibitor,Tb PYK inh
NC(=O)COC(=O)c1sc2ccccc2c1Cl,6%,-5%,-9%,14%,12,4%,0%
O=C(COC(=O)c1cc[n+]([O-])cc1)Nc1ccc(Cl)cc1[N+](=O)[O-],9%,-11%,-18%,-9%,-25,-2%,3%
COc1cccc(N2CCN(C(=O)CCc3c(C)nc4c(c3C)c(=O)n(C)c(=O)n4C)CC2)c1,0%,16%,·,·,20,·,-6%
Cc1cccc(CN2CCN(C3CN(Cc4cn(Cc5cccc(Cl)c5)nn4)S(=O)(=O)C3)CC2)c1 (stereo unspecified),·,·,·,-7%,?,·,1%

Continuation.
SMILES,Sm TGR block,AmpC detergent,AmpC no deterg,AMA1 RON2 block,HCMV inh,LmPK inhibitor,Tb PYK inh
COCCNC(=O)CN1CCC(NC(=O)Nc2ccc(C(F)(F)F)cc2)CC1,-5%,?,16%,-7%,48,2%,4%
CCc1ccc(OCc2nnc(SCC(=O)NCc3ccco3)o2)cc1,-29%,0%,-4%,0%,16,1%,3%
Cc1ccc(-c2c(CC(=O)O)c(C)nc3sc4c(c23)CCCC4)cc1,1%,2%,-10%,-8%,5,-1%,-1%
N#C/C(=C\c1c[nH]c2ccccc12)C(=O)NC1CC1,-15%,?,-23%,1%,26,-1%,2%
Cc1ccc(S(=O)(=O)NC(C(=O)Oc2ccc3c(C)c(Cl)c(=O)oc3c2)c2ccccc2)cc1 (stereo unspecified),7%,8%,-38%,-12%,8,2%,-1%
Cc1noc(C)c1S(=O)(=O)Nc1ccc(C(=O)N2CCCCC2)cc1,-15%,1%,-9%,2%,-18,2%,-5%
COc1ccc(C(=O)NCc2ccon2)cc1OC1CCN(C(C)C)CC1,-6%,-10%,-13%,1%,0,1%,-1%
O=C1CC(NCc2ccccc2)C(=O)N1c1ccc(F)cc1 (stereo unspecified),·,-2%,-6%,16%,-7,2%,0%
OC1(c2ccc(F)cc2)CCN(Cc2cccnc2)CC1,-14%,-11%,-18%,3%,7,6%,-1%
Cc1nn(-c2ccccc2)c(C)c1NC(=O)c1ccc(S(=O)(=O)N2CCCC2)cc1,0%,-9%,45%,1%,-27,2%,4%
CCN1CCC(C(=O)NC(c2ccc(F)cc2)c2ncccc2C)CC1 (stereo unspecified),·,·,·,25%,0,·,0%
COc1ccc(-n2nc(C(=O)N(C)c3cc(C)ccc3C)c3c4ccccc4n(C)c3c2=O)cc1Cl,11%,1%,·,·,-24,·,1%
CC(C)C(=O)N1CCCC1(C)C(=O)Nc1cccc(Oc2ccccc2)c1 (stereo unspecified),·,·,·,-5%,-16,·,0%
CC(C)OCCCNC(=O)CCCn1c(SCC(=O)c2ccc(F)cc2)nc2c(sc3ccccc32)c1=O,-7%,-10%,·,·,-1,·,1%
Cc1cc(C=C2C(=O)c3ccccc3C2=O)c(C)n1-c1ccc(C(=O)O)cc1,3%,10%,-24%,-4%,0,0%,-3%
COc1cc(/C=N\NC(=O)Cn2nnc3ccccc32)cc(OC)c1OC,0%,?,-2%,1%,19,1%,-7%
COCCN(C)Cc1nc(C(c2ccccc2)c2ccccc2)no1,-29%,1%,92%[activator],-7%,44,-4%,0%

High-throughput results (PubChem BioAssay)

Compounds were not picked by outcome (roughly 7.4% active in at least one column).
